GPR35 arrestin U2OS: GPR35 antagonists blocking zaprinast-driven arrestin recruitment, primary screen, imaging, U2OS, beta-arrestin-GFP, zaprinast agonist (AID 2058) | U2OS GPR35 beta-arrestin-GFP translocation imaging, zaprinast antagonism; higher % means a stronger effect | inhibition, % at 10 µM; hits with a dose series show IC50 in µM | actives 0.052% (n = 290,000);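 active = inhibition of at least 50% with at least 30 cells and total cytoplasm GFP at most 10,000,000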
GPR55 beta-arrestin: selective activators of receptor GPR55 – imaging, U2OS cells, beta-arrestin-GFP redistribution, primary screen (AID 1961). U2OS GPR55 beta-arrestin-GFP redistribution imaging; higher % means a stronger effect. activation, % at 10 µM; hits with a dose series show EC50 in µM. actives 0.048% (n = 290,000);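 active = activation above 40% with more than 50 cells counted in the well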;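 also: U2OS osteosarcoma cells stably expressing GPR55 and beta-arrestin-GFP; plate controls were DMSO negative control for no effect and LPI positive control for full effect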
NOD1 NF-kB reporter: NOD1 signaling inhibitors, primary screen, cell-based, luminescence, uHTS (AID 1578) | inhibition, % at 4 µM, or EC50 in µM where a hit was titrated | NOD1-driven NF-kB luciferase reporter cells, luminescence; higher % means a stronger effect | actives 1% (n = 290,000); in the data active = inhibition mostly above about 36%, no sharp cut-off; inactive = mostly below about 34%;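 also: HEK-293T reporter cells stimulated with the NOD1 agonist gamma-tri-DAP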
GPR55 antagonists: GPR55 antagonists blocking LPI-driven arrestin recruitment, primary screen, imaging, U2OS, beta-arrestin-GFP, LPI agonist (AID 2013) | U2OS GPR55 beta-arrestin-GFP translocation imaging, LPI antagonism; higher % means a stronger effect | inhibition, % at 10 µM, or IC50 in µM where a hit was titrated | actives 0.13% (n = 290,000);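 active = spots per cell inhibited over 60%, with over 100 cells counted and total cytoplasm intensity under 500,000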;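 also: U2OS cells stably carrying GPR55 and arrestin-GFP stimulated by 5 µM LPI near EC80; imaged beta-arrestin-GFP aggregate spots per cell after agonist stimulation; plate controls were LPI-stimulated DMSO wells for no effect and DMSO wells without LPI for full effect; some results filed as inactive read as strong as hits; confirmed hits need IC50 under 10 µM and bright autofluorescent wells are also inconclusive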
KOR beta-arrestin-1: KOR antagonists, beta-arrestin recruitment, cell-based, luminescence, uHTS (AID 1778); KOR beta-arrestin recruitment, luminescence, antagonist mode; higher % means a stronger effect; one-dose inhibition, % at 10 µM; IC50 in µM for titrated hits; actives 0.091% (n = 290,000); also: strong numbers were not always called active
NOD2 inhibition: NOD2 signaling inhibitors, cell-based, luminescence, uHTS, HEK293 (AID 1566). HEK293 NOD2/NF-kB luciferase reporter, luminescence; higher % means a stronger effect. inhibition, % at 4 µM; hits with a dose series show EC50 in µM. actives 0.63% (n = 290,000); also: many of its hits are not listed in these tables
Myeloid diff 2: promotes myeloid progenitor differentiation; ER-HoxA9 myeloid progenitors, lysozyme-GFP differentiation, flow cytometry; calls only at 10 µM; actives 1% (n = 360,000); AID 624256;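 active = normalized GFP-positive differentiation at or above the plate's own cutoff, the solvent-only control mean plus 3 SD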;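 also: cells exposed to compound for four days before flow analysis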
KOR beta-arrestin-2: KOR agonists, beta-arrestin recruitment, primary screen, cell-based, luminescence, uHTS (AID 1777); KOR beta-arrestin recruitment, luminescence; higher % means a stronger effect; activation, % at 10 µM; hits with a dose series show EC50 in µM; actives 0.02% (n = 280,000); in the data active = activation above about 50%, passing the limit was not always enough; also: a part of the inactive calls stands beside numbers as strong as those of hits
HIV fusion peptide: cell-free HIV fusion peptide-binding blockers – biochemical, uHTS, fluorescence dequenching, primary screen (AID 1986); cell-free peptide binding, fluorescence dequenching, 30 min; higher % means a stronger effect; one-dose inhibition, % at 20 µM; IC50 in µM for titrated hits; actives 0.3% (n = 290,000); in the data active = inhibition mostly above about 52%, no sharp cut-off; inactive = mostly below about 76%; also: some results filed as inactive read as strong as hits
Myeloid diff 2 GFP+ MAC1+ %: recorded beside Myeloid diff 2, whose call it bears; GFP+ MAC1+ double positive, %; measured here: differentiation confirmed by MAC1 staining
* marks the source's active call; other numbers are inactive results; i = inactive; · = no result given; + = active, no number; [ ] = another dose, or the depositor's remark. Rule as the data show it, unless noted: active = inhibition above about 50%; inactive = the rest. Not all compounds are listed; count on the stated rates, not on these rows.

SMILES	GPR35 arrestin U2OS	GPR55 beta-arrestin	NOD1 NF-kB reporter	GPR55 antagonists	KOR beta-arrestin-1	NOD2 inhibition	Myeloid diff 2	Myeloid diff 2 GFP+ MAC1+ %	KOR beta-arrestin-2	HIV fusion peptide
Cc1nc(NC(=O)COC(=O)c2cc3c(s2)CCC(C)C3)c(Cl)cc1Cl (stereo unspecified)	-2%	-0.2%	-39%	3%	27%	3%	i	0.4	-1.7%	4.5%
Cc1cccc(NC(=S)N=Nc2c(O)[nH]c3ccccc23)c1	3%	-0.5%	-18%	-5%	14%	-7%	i	1.0	-0.3%	2.2%
COc1cccc(-c2ccc(NC(=O)C3CCCN(Cc4nccn4C)C3)cc2)c1 (stereo unspecified)	-13%	0.0%	-13%	-10%	-24%	12%	i	0.6	5.9%	0.9%
CCOCCCNC(=O)c1ccc(NC(C)=O)cc1	-12%	-0.1%	17%	-2%	24%	7%	i	1.7	5.0%	-0.2%
Cc1ccccc1CN1CCN(CC(=O)NCc2ccco2)C1=O	21%	-0.1%	-15%	-7%	8%	0%	i	0.5	2.2%	6.5%
Cc1ccc(C(=O)NCc2ccco2)o1	8%	-0.2%	-20%	5%	-26%	9%	+	2.4*	4.0%	4.8%
CC(=O)Nc1ccc(NCc2cccs2)cc1	10%	0.3%	61%	-3%	-17%	0%	i	0.7	7.0%	-1.6%
Nc1cc(Oc2ccc(F)cc2F)cc([N+](=O)[O-])c1	13%	-0.3%	4%	10%	2%	8%	i	0.7	-6.7%	-1.8%
C=CCN(CC=C)S(=O)(=O)c1ccc(NC(=S)NC(=O)c2ccc(-c3ccccc3)cc2)cc1	15%	<0.5µM*	29%	10%	-35%	9%	i	0.3	-7.1%	-2.1%
CCCCN(CC)CCNc1c(NC2CCN(C(=O)OCC)CC2)c(=O)c1=O	-6%	0.4%	-5%	-6%	13%	21%	i	1.7	-4.0%	-0.9%
CCCCc1nc2ccccc2c(=O)n1NC(=O)c1c(O)c2ccccc2n(C)c1=O	10%	-0.1%	19%	3%	-42%[20 µM]	33%	i	2.2	·	16%
CC(NC(=O)c1ccco1)C(=O)N1CCN(c2ccccc2)CC1 (stereo unspecified)	-6%	0.2%	-18%	13%	31%	-7%	i	0.7	-3.2%	-0.2%
O=[N+]([O-])c1cccc(S(=O)(=O)Nc2ccc(S(=O)(=O)N3CCCC3)cc2)c1	8%	0.5%	-4%	22%	-23%	14%	i	0.8	6.6%	4.5%
Cc1cc(C(=O)Nc2ccccn2)cs1	10%	-0.2%	-53%	-1%	-35%	-72%	i	1.0	-1.9%	1.7%
CC(C)c1ccc(C(CC(=O)O)NC(=O)c2cccs2)cc1 (stereo unspecified)	5%	0.2%	-16%	-8%	-23%	-1%	i	0.1	-0.9%	1.0%
Cc1cc(C)nc(NC(=NCCc2c[nH]c3ccccc23)NC(=O)Nc2cccc([N+](=O)[O-])c2)n1	3%	-0.3%	-20%	-3%	3%	16%	i	1.0	1.1%	1.0%
CCCCCOc1ccc(C2NC(=O)NC2=O)cc1 (stereo unspecified)	10%	0.3%	4%	0%	-1%	4%	i	1.9	-3.8%	0.7%
CCOc1ccccc1N(CC(=O)NCC1CCCO1)C(=O)CCC(=O)Nc1nccs1 (stereo unspecified)	0%	1.9%	-23%	8%	24%	-2%	i	0.2	0.3%	0.0%
CCOC(=O)N1N=C(C)CC1(O)c1ccc(Cl)cc1 (stereo unspecified)	-4%	0.5%	15%	-7%	-63%	12%	i	0.1	2.4%	-1.6%
Cc1cc(C)c2c(=O)[nH]c(SCC(=O)c3ccc(C)c(C)c3)nc2n1	4%	0.0%	-19%	5%	-40%	27%	i	0.7	4.2%	4.2%
COc1ccc(OC)c(C(c2nnnn2CC2CCCO2)N2CCN(C)CC2)c1 (stereo unspecified)	9%	-0.1%	-3%	4%	-43%	2%	i	0.3	0.7%	0.0%
CCOC(=O)CSc1ncc(OC)c(Sc2ccc(OC)cc2)n1	14%	0.0%	2%	-3%	-15%	17%	i	0.9	2.7%	-1.3%
Cc1nnc(N2CCOCC2)c2nn(-c3ccccc3)c(C)c12	8%	0.6%	-16%	3%	-15%	14%	i	1.0	-2.1%	2.6%
CCN(CC)C(=O)c1csc(Nc2cccc3ccccc23)n1	2%	-0.2%	-4%	10%	3%	5%	i	0.5	12%	-3.1%
CN(C)S(=O)(=O)N1CCN(C(=O)N2CCCCC2)CC1	8%	-0.1%	-24%	10%	25%	-5%	i	2.1	0.1%	0.5%
Remaining list, next part
SMILES	GPR35 arrestin U2OS	GPR55 beta-arrestin	NOD1 NF-kB reporter	GPR55 antagonists	KOR beta-arrestin-1	NOD2 inhibition	Myeloid diff 2	Myeloid diff 2 GFP+ MAC1+ %	KOR beta-arrestin-2	HIV fusion peptide
CC1CCC(NC(=O)CCCn2sc3ccccc3c2=O)CC1 (stereo unspecified)	9%	0.7%	7%	-3%	-24%	-37%	i	5.4	0.1%	1.2%
O=C(O)Cc1ccc(NC(=S)NCc2ccco2)cc1	13%	0.3%	-27%	-5%	0%	2%	i	0.3	-2.3%	12%
CN1CCN(c2ccc(NC(=O)c3ccc(C#N)cc3F)cc2Cl)CC1	-3%	0.0%	-30%	2%	-16%	6%	i	0.5	0.5%	2.8%
Cc1ccc(-n2nc(-c3cccs3)cc2C(=O)NCC2CCCO2)c(C)c1 (stereo unspecified)	13%	-0.2%	20%	3%	-46%	-11%	i	2.3	35%	-2.5%
O=C(CCCC(=O)OCC(F)(F)C(F)F)Nc1ccc(NC(=O)CCCC(=O)OCC(F)(F)C(F)F)cc1	-9%	0.0%	-5%	-7%	-24%	-8%	i	0.9	2.8%	-0.6%
COc1cc(C2CC(C(F)(F)F)n3ncc(C(=O)O)c3N2)cc(OC)c1OC (stereo unspecified)	-3%	-0.4%	-24%	5%	27%	10%	i	2.3	-4.5%	-1.4%
O=C(N/N=C/c1cn(-c2ccccc2)nc1-c1ccc(F)cc1)c1ccc2c(c1)OCO2	14%	0.3%	27%	10%	32%	-23%	i	0.9	6.7%	0.4%
Cc1csc(NC(=O)CN2CCCCCC2)n1	-10%	-0.1%	-42%	-8%	-42%	8%	i	5.1	16%	2.8%
CCOCC(=O)Nc1sc2c(c1C(=O)OCC)CCCC2	21%	-0.3%	-16%	8%	-28%	15%	i	2.5	5.7%	0.1%
CCCNC(=O)C1CCC(CNS(=O)(=O)c2ccc3c(c2)CC(C)N3C(C)=O)CC1 (stereo unspecified)	-12%	-0.4%	-22%	-2%	-6%	11%	i	1.0	3.2%	0.1%
COc1ccc(OC)c(N2C(=O)CCCC2=O)c1	9%	-0.1%	-9%	3%	6%	3%	i	0.6	-3.3%	1.1%
O=C1c2cccc3cccc(c23)C(=O)N1Cc1ccccc1	-2%	0.0%	-17%	8%	-16%[20 µM]	6%	i	1.0	-4.5%	-0.8%
Cc1ccc(C)c(NS(=O)(=O)c2c(C)nn(C)c2C)c1	7%	-0.2%	-17%	0%	-29%	7%	i	0.9	5.3%	22%
COc1ccc(/C=N/NC(=O)c2cccnc2)cc1CN1CCc2ccccc2C1	-10%	-0.3%	-3%	8%	11%	10%	i	0.2	1.4%	-3.0%
Cc1cc(NC(=O)C(C)C)ncc1NC(=O)c1ccccn1	3%	-0.1%	-30%	4%	22%[20 µM]	-12%	i	0.2	-2.0%	-0.5%
Cc1ccc(-c2nc(CSCC(=O)N3CCN(c4ccccn4)CC3)c(C)o2)cc1	-7%	-0.2%	53%	-3%	-43%	44%	i	2.0	-1.5%	-2.9%
c1ccc(-c2ccccc2OCCOCCN2CCc3ccccc3C2)cc1	-13%	-0.1%	-53%	16%	-28%[20 µM]	-12%	i	0.2	-2.5%	-1.9%
COc1ccccc1OCCCC(=O)Nc1ccc([N+](=O)[O-])cc1Br	-6%	-0.2%	-37%	7%	-2%	15%	i	0.2	-13%	-2.1%
O=S(=O)(Nc1ccccn1)c1ccc(Cl)cc1	1%	-1.0%	21%	-2%	-43%	2%	i	3.0	-5.5%	-0.7%
Clc1ccc2nc(CSc3nnc4ccccn34)cn2c1	19%	-0.3%	·	-3%	-1%	-83%	i	2.8	-0.2%	-2.3%
Cc1nc(NC(=O)CSc2nnc3ccccn23)c(Cl)cc1Cl	5%	-0.1%	-19%	10%	7%	1%	i	1.1	0.2%	-3.1%
O=C(NCc1ccccn1)C1CCCCC1	-18%	-0.4%	-24%	-4%	-3%	0%	i	0.4	1.4%	0.0%
Cc1c(Cl)cccc1NC(=O)CCC(=O)N/N=C/c1ccc[nH]1	3%	-0.1%	-5%	-7%	24%	12%	i	0.1	-2.9%	11%
CCCn1nnnc1SCC(=O)NCc1cccs1	2%	-0.1%	-8%	7%	-12%	4%	i	1.0	-8.0%	-2.6%
O=C(N/N=C/c1ccc(-c2ccccc2[N+](=O)[O-])o1)c1cncc(Br)c1	-8%	1.2%	-25%	-1%	-33%	12%	i	0.6	0.2%	8.9%
Additional entries follow:
SMILES	GPR35 arrestin U2OS	GPR55 beta-arrestin	NOD1 NF-kB reporter	GPR55 antagonists	KOR beta-arrestin-1	NOD2 inhibition	Myeloid diff 2	Myeloid diff 2 GFP+ MAC1+ %	KOR beta-arrestin-2	HIV fusion peptide
CN1/C(=C\C=C2/C(=O)Oc3ccccc3C2=O)C(C)(C)c2ccccc21	41%	0.9%	-14%	25%	-18%	17%	·	·	4.7%	151%
CCN(CC)c1nc(Nc2ccccc2)nc(Oc2ccc(=O)n(C)n2)n1	-7%	-0.1%	-38%	6%	-26%	-16%	i	1.1	16%	0.9%
Cc1ccccc1CS(=O)(=O)CCC(=O)NCc1ccccn1	0%	-0.1%	-8%	-15%	2%	0%	·	·	5.9%	-1.0%
C=CCn1c(SCC(=O)O)nnc1-c1cccs1	6%	0.0%	-5%	3%	-19%	2%	i	1.2	-1.5%	-2.3%
COCc1nnc(NC(=O)c2ccc(S(=O)(=O)N3CCOCC3)cc2)o1	4%	-0.1%	-14%	0%	-21%	3%	i	0.6	6.4%	0.7%
CCOC(=O)c1oc2ccccc2c1NC(=O)C1CCCCC1	-9%	0.0%	-13%	-5%	34%	-10%	i	3.0	-5.5%	2.3%
O=C(c1csc(Nc2ccccc2Cl)n1)N1CCCC1	-10%	0.6%	-3%	-7%	5%	-9%	i	2.3	-1.0%	-1.3%
N#Cc1nc(Cc2cccc3ccccc23)oc1N1CCC(C(N)=O)CC1	-12%	0.2%	-4%	3%	7%	15%	i	0.8	2.2%	-4.4%
CCNC(=O)N1c2ccc(OC)cc2C(C)=CC1(C)C	0%	1.1%	-36%	6%	-33%	16%	i	0.8	-7.4%	3.2%

Screens from PubChem BioAssay.
